# D2 PAM: positively modulates the human D2 dopamine receptor allosterically; P14416; HEK293 T-REx D2, calcium flux, EC20 dopamine potentiation; potentiation, % at 10 µM; 340,000 compounds, 0.34% hits; AID 485347;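 active = potentiation over 3 SD above the plate norm, cut at about 30% in these data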; also: 0% is about no effect
#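 Tetracycline-induced Hek293 Trex D2 cells, force-coupled to calcium, loaded with no-wash calcium dye. Compound added with 180 s kinetic read for agonism, then EC20 dopamine and a further 180 s read for potentiation.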
# RXFP1 ag: agonists of human relaxin receptor RXFP1; HEK293T-RXFP1 cAMP TR-FRET, 30 min; response scale: percent of porcine relaxin response, buffer zero; Potency, µM (top dose mostly 57.5 µM), without a hit: at the top dose activation, usual class: activators; 370,000 compounds, 0.3% hits; AID 2676; also: potency is read from the fitted curve at half-maximal effect; % is scaled to controls: 0 for no effect and ±100 for the full control effect; nearly all actives have a fitted effect of over 60% in size; many of its hits are not listed in these tables
#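 HEK293T cells stably expressing RXFP1 were pretreated with the PDE4 inhibitor Ro 20174, exposed to compounds for 30 min at 37C, lysed, and cAMP was read by TR-FRET. Data normalized to buffer (basal) and 29 nM porcine relaxin (100%).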
# Vif-A3G inh: inhibitors of Vif-APOBEC3G interaction; Q9HC16; HeLa A3G-eYFP + Vif (tagged APOBEC3G with the HIV-1 protein that degrades it), YFP fluorescence, overnight; Potency, µM (top dose mostly 46.1 µM), inactives show top-dose activity, negative = active, hits mostly inhibitors; 410,000 compounds, 0.076% hits; AID 602310;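 also: potency is read from the fitted curve at half-maximal effect; % is scaled to controls: 0 for no effect and ±100 for the full control effect; nearly all actives have a fitted effect of over 60% in size; hits raise eYFP signal because A3G escapes Vif-driven loss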
# Target sequence (Q9HC16 whole entry, looked up): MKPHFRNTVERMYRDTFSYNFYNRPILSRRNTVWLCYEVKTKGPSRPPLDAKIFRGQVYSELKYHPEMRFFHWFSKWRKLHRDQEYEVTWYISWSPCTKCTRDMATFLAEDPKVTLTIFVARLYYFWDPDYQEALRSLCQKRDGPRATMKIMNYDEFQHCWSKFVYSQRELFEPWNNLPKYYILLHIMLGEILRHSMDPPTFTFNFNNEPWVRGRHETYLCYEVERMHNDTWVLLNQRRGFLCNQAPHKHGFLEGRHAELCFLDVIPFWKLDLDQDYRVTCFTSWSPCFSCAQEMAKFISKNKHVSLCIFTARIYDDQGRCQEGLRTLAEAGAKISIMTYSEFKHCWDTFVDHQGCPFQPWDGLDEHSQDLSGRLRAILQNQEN
#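 HeLa cells stably expressing Vif and C-terminally eYFP-tagged A3G, seeded overnight at 37 deg C, then exposed to compound by pintool overnight at 37 deg C. Rise in yellow fluorescence (Ex 488/Em 500-530, Acumen) marks blocked Vif-driven A3G degradation.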
# D1 antagonist: human D1 dopamine receptor antagonism. AID 504652. P21728. HEK293 TREx D1 cells, calcium flux, dopamine EC80; stronger effect = lower value. activity change, negative = inhibition, % at 10 µM. 360,000 compounds, 3.2% hits; in the data active = activity change below about -30%; also: % is scaled to controls: 0 for no effect and ±100 for the full control effect
# Target sequence (P21728 whole entry, looked up): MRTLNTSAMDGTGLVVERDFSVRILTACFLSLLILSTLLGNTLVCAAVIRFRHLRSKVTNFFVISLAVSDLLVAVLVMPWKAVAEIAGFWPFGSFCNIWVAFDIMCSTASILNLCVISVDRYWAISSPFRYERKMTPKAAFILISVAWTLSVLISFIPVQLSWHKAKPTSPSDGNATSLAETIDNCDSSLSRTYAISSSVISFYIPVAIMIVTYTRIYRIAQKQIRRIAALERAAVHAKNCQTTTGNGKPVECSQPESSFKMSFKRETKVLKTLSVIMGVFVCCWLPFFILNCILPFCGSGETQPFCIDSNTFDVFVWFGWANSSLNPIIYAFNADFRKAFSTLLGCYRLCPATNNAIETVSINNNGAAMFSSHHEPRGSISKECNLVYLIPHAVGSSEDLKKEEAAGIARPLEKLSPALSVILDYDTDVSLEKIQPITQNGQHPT
#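 HEK293 T-REx cells expressing inducible, force-coupled D1 receptor; no-wash Ca dye, 30–90 min RT. Cmpd → 180 s read at 1 Hz → EC80 DA → 180 s read.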
# Glioma ERSR ind: ER stress response induction in glioma; U87-MG GRP78 promoter luciferase reporter, 16 h; Potency, µM, without a hit: at the highest dose activation, usual class: activators; 420,000 compounds, 0.02% hits; also: potency is read from the fitted curve at half-maximal effect; series mostly up to about 76 µM; % of control where 0% means no effect; nearly all actives have a fitted effect of over 35% in size
#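 Stably transfected U87-MG human glioma cells carrying a GRP78-based luminescent sensor were seeded at 1000 cells/well, pin-dosed with compounds and incubated 16 h. Luciferase reagent was then added, and end-point luminescence was read after 10 min at room temperature.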
# Vif-APOBEC3F blk: blocks the Vif interaction with APOBEC3F | AID 602313 | Potency, µM (highest dose often 46.1 µM), for inactives: at the top dose activity, negative = active | HeLa A3F-eYFP + Vif (tagged APOBEC3F with the HIV-1 protein that degrades it), YFP fluorescence increase | 390,000 compounds, 0.2% hits; also: potency is read from the fitted curve at half-maximal effect; % of control where 0% means no effect; nearly all actives have a fitted effect of over 65% in size
#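 Fluorescence increase (Ex 488/Em 500-530) after overnight compound treatment at 37 deg C flags inhibition of Vif-driven A3F-eYFP loss in stable HeLa A3F-eYFP/Vif cells seeded overnight beforehand.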
# LDHA inh: LDHA (human) enzyme inhibition; P00338; purified LDHA, NADH/diaphorase-resazurin fluorescence; stronger effect = lower value; activity change, % (values are at about 110 or 230 µM); 480,000 compounds, 0.15% hits; AID 1347041; in the data active = activity change below about -30%; inconclusive = mostly about -25% to -30%;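 also: plate controls were DMSO wells for no effect and wells without enzyme for full effect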
#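 Remaining NADH was detected by diaphorase (0.133 mg/mL) converting 37 µM resazurin to fluorescent resorufin, read at 0 and 20 minutes. The preceding 5-minute room-temperature reaction used 2 nM LDHA, 0.2 mM sodium pyruvate and 0.06 mM NADH at pH 7.4.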
# D1 potentiator: human D1 dopamine receptor positive modulation. HEK293 TREx D1 cells, calcium flux, dopamine EC20 potentiation. P21728. 360,000 compounds, 0.036% hits. potentiation, % at 10 µM; in the data active = potentiation above about 30%; also: 0% is about no effect
# D1 ag: human D1 receptor agonism. activation, % at 2 µM. 360,000 compounds, 1% hits. AID 504660. HEK293 T-REx D1 cells, calcium flux, agonist mode; in the data active = activation above about 30%; also: 0% is about no effect
#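 Inducible HEK293 T-REx D1 cells, force-coupled to calcium signalling, were plated at 4000 cells/well with tetracycline and held overnight at 30 C. After no-wash calcium dye loading, compound-evoked calcium rise over 180 s flagged agonists.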
# * hit, by the source's call; ? = inconclusive; . = not tested or not shown; & = joins results of further samples. Unless noted, calls follow the shape of the dose curve; as a rule, active = well fitted curve in the direction sought with a large enough effect; inconclusive = small, poorly fitted or top-dose-only effect, or another doubt; inactive = no such curve, though single readings can be large; an effect the other way counts as inactive or inconclusive. The list is partial. The share of hits here may be higher or lower than overall.
1) COc1ccc2nc(SCCOC(=O)Nc3ccc(Cl)cc3)nc(C)c2c1
2) CCN1C(=O)N[C@@H](c2cccc(C(F)(F)F)c2)[C@H](C(=O)OC)[C@H]1C
3) CCCCNC(=O)CSc1nc2ccc(N3CCOCC3)cc2c(=O)n1CCc1ccccc1
4) Fc1cccc(Nc2nc(N3CCOCC3)nc(N3CCOCC3)n2)c1
5) O=C(Nc1cccc(C(F)(F)F)c1)C1CCCN1S(=O)(=O)c1cccc2nsnc12 (centres undefined)

assay / entry,1,2,3,4,5
D2 PAM,12,.,14,-1,11
RXFP1 ag,-0.9%,.,5.7%,0.7%,-0.7%
Vif-A3G inh,0%,2%,3%,1%,3%
D1 antagonist,-3,.,-5,1,-13
Glioma ERSR ind,1%,-5%,-2%,-4%,-3%
Vif-APOBEC3F blk,0%,0%,1%,-6%,2%
LDHA inh,-4,-3,16,-8,-3
D1 potentiator,-6,.,-5,-9,2
D1 ag,6,.,1,2,0

6) O=C(Nc1ncc([N+](=O)[O-])s1)c1cccs1
7) C=CCNc1cnn(CC(C)=O)c(=O)c1Br
8) CC1(C)CC(=O)C=C(C#CC2(O)CCCCC2)C1
9) O=C1SCC(c2ccccc2)=NN1Cc1ccccc1
10) CC(=O)/C(=N/Nc1ccccc1)N1CCOCC1

assay / entry,6,7,8,9,10
D2 PAM,0&-1,5,.,2,9
RXFP1 ag,0.3%&-2.0%,1.5%,.,4.4%,-0.7%
Vif-A3G inh,0%&1%,-5%,?,-1%,1%
D1 antagonist,-8&-24,2,.,-8,7
Glioma ERSR ind,-5%&-9%&-8%,-6%,-11%,3%,-4%
Vif-APOBEC3F blk,-15%&5%,-3%,-7%,4%,-7%
LDHA inh,-4&-10,0,1,-3,2
D1 potentiator,-2&-2,-2,.,-10,0
D1 ag,14&28,3,.,3,4

11) CC1Cc2ccccc2N1C(=O)c1ccc(Br)o1 (centres undefined)
12) Cc1ccc(NC(=O)NC2=NN(c3ccccc3)C(=O)/C2=C2/CCCN2C)cc1
13) CCCCn1c(N)c(N(CC(C)C)C(=O)C2CCN(C(=O)c3ccc(Cl)cc3)CC2)c(=O)[nH]c1=O
14) Cc1ccccc1OCC(=O)Nc1cc(-c2cccc(Br)c2)nn1-c1ccccc1
15) O=C1CCN(Cc2ccccc2)C=C1c1ccc(C(F)(F)F)cc1

assay / entry,11,12,13,14,15
D2 PAM,.,6,7,-1,.
RXFP1 ag,.,-3.5%,1.0%,15%,.
Vif-A3G inh,0%,1%,2%,6%,?
D1 antagonist,.,-26,-2,2,.
Glioma ERSR ind,3%,0%,-4%,-2%,1%
Vif-APOBEC3F blk,4%,-2%,2%,-8%,-4%
LDHA inh,0,3,0,-1,2
D1 potentiator,.,4,-3,-2,.
D1 ag,.,6,3,4,.

16) CC(c1nnc(Sc2nnnn2-c2ccccc2)n1-c1ccc(F)cc1)N(C)C (centres undefined)
17) C=C(C)C(=O)Nc1ccc2c(c1)OCCOCCOCCO2
18) COc1cc(/C=C(\C#N)C(=O)NCC2CCCO2)ccc1OCC(=O)O (centres undefined)
19) COc1ccc(N=Cc2nc(-c3ccccc3)oc2OC(C)=O)cc1
20) COc1cc([N+](=O)[O-])cc(/C=N/NC(=O)C(C)Nc2cccc3ccccc23)c1O (centres undefined)

assay / entry,16,17,18,19,20
D2 PAM,10,9,-3,1,3
RXFP1 ag,0.3%,0.5%,-0.3%,0.9%,-0.1%
Vif-A3G inh,-2%,3%,1%,-1%,-2%
D1 antagonist,-4,8,-7,-4,-6
Glioma ERSR ind,-6%,0%,-4%,3%,-6%
Vif-APOBEC3F blk,4%,2%,7%,7%,0%
LDHA inh,0,-11,7,1,11
D1 potentiator,-1,0,9,-3,-6
D1 ag,4,0,1,2,2

21) COc1cc(NC(=O)c2c(-c3ccc(C)cc3)nnc3ccccc23)cc(OC)c1OC
22) CCOC(=O)NC(C)N1C(=O)C2C3C=CC(C3)C2C1=O (centres undefined)
23) Cc1cccc2cc3c(N)c(C(=O)N4CCCc5ccccc54)sc3nc12
24) N#Cc1c(SCC(=O)Nc2cccc(C(F)(F)F)c2)sc2c(O)cc(=O)[nH]c12
25) CC(=O)[C@@]1(O)CC[C@H]2[C@@H]3CCC4=CC(=O)CC[C@]4(C)[C@H]3CC[C@@]21C

assay / entry,21,22,23,24,25
D2 PAM,.,1,-8,-2,7
RXFP1 ag,0.5%,-1.1%,-2.5%,2.9%,-0.3%
Vif-A3G inh,2%,1%,?,4%,1%
D1 antagonist,8,-4,16,-16,-11
Glioma ERSR ind,3%,2%,-5%,-2%,2%&-1%&-4%
Vif-APOBEC3F blk,1%,-19%,11µM*,18%,0%
LDHA inh,15,-1,1,16,-12
D1 potentiator,-6,-2,0,-14,-4
D1 ag,4,-1,60*,1,2

26) O=C(OCC(=O)N1CCN(C(=O)COC(=O)c2ccncc2)CC1)c1ccncc1
27) CCOC(=O)/C=c1/s/c(=C/c2ccc3cc(OC)ccc3c2)c(=O)n1CC(=O)NCc1ccc2c(c1)OCO2
28) O=C(Nc1cccc(S(=O)(=O)N2CCOCC2)c1)c1cc(S(=O)(=O)N2CCOCC2)c(Cl)cc1Cl
29) COc1ccc2cc(S(=O)(=O)Nc3ccccn3)ccc2c1
30) NC(=O)CC(NC(=O)Cc1cccc2ccccc12)c1ccc(NCCN2CCCCC2)c([N+](=O)[O-])c1 (centres undefined)

assay / entry,26,27,28,29,30
D2 PAM,0,.,.,-9,5
RXFP1 ag,2.4%,.,.,3.3%,-1.1%
Vif-A3G inh,0%,0%,-15%,-6%,0%
D1 antagonist,-10,.,.,6,8
Glioma ERSR ind,-5%,-3%,-5%,9%,-4%
Vif-APOBEC3F blk,5%,?,-9%,2%,-3%
LDHA inh,-4,-13,-4,-3,-4
D1 potentiator,1,.,.,0,-3
D1 ag,3,.,.,1,0

# An excerpt from above in order of count of non-hydrogen atoms, highest first.
4) Fc1cccc(Nc2nc(N3CCOCC3)nc(N3CCOCC3)n2)c1
10) CC(=O)/C(=N/Nc1ccccc1)N1CCOCC1
7) C=CCNc1cnn(CC(C)=O)c(=O)c1Br

assay / entry,4,10,7
D2 PAM,-1,9,5
RXFP1 ag,0.7%,-0.7%,1.5%
Vif-A3G inh,1%,1%,-5%
D1 antagonist,1,7,2
Glioma ERSR ind,-4%,-4%,-6%
Vif-APOBEC3F blk,-6%,-7%,-3%
LDHA inh,-8,2,0
D1 potentiator,-9,0,-2
D1 ag,2,4,3

# Remaining list, next part.
31) CN(C)/N=C/C=C1\CCC/C(=C/c2cccs2)C1=O
32) COc1ccc(CC(=O)Nc2nnc3n2CCS3)cc1OC
33) CCN(Cc1ccccc1)S(=O)(=O)c1ccc(C(=O)N(CCCN(C)C)c2nc3cc(OC)ccc3s2)cc1
34) CC1CCC(C(C)C)C(OCC(O)CN2CCOCC2)C1 (centres undefined)
35) CCC(C)Nc1nc(N)c([N+](=O)[O-])c(N2CCCCCC2)n1 (centres undefined)

assay / entry,31,32,33,34,35
D2 PAM,-13,19,-2,6,13
RXFP1 ag,-0.1%,0.2%,0.6%,1.1%,-1.1%
Vif-A3G inh,2%,3%,-10%,-1%,-1%
D1 antagonist,-21,29,4,-4,1
Glioma ERSR ind,6%,-4%,-4%,0%,7%
Vif-APOBEC3F blk,-22%,-5%,-4%,-12%,?
LDHA inh,2,5,3,-11,-2
D1 potentiator,-13,2,0,-3,-7
D1 ag,8,2,7,-1,16

36) Cn1ncc(Cl)c1C(=O)NCc1ccc2c(c1)OCO2
37) O=C(NCCCc1ccccc1)C(=O)c1c[nH]c2ccccc12
38) CCCC(=O)Nc1ccc(NC(=O)CCc2ccccc2)cn1
39) O=C(Nc1ccc([N+](=O)[O-])cc1)C(Cc1ccccc1)N1C(=O)c2cccc3cccc(c23)C1=O (centres undefined)
40) CCSc1nc2c(c(=O)[nH]1)C(c1ccncc1)C(C(=O)OC(C)C)=C(C)N2 (centres undefined)

assay / entry,36,37,38,39,40
D2 PAM,-4,-5,0,13,4
RXFP1 ag,3.1%,-1.1%,0.7%,1.2%,1.6%
Vif-A3G inh,6%,-5%,7%,10µM*,-6%
D1 antagonist,-27,-12,-5,20,10
Glioma ERSR ind,-3%,5%,-4%,?,-1%
Vif-APOBEC3F blk,-4%,-12%,-6%,?,-4%
LDHA inh,-2,-3,17,1,0
D1 potentiator,-9,-8,1,0,4
D1 ag,18,3,1,4,1

41) Cc1ccn2cc(-c3cnoc3C)nc2c1
42) Nn1c(SCC(=O)NCCC2=CCCCC2)nnc1C(F)(F)F
43) Cc1ccc(-n2nc3c(=O)n(CC(=O)c4ccc(F)cc4)nc(C)c3c2C)cc1
44) CC(C)n1c(O)c(N=NC(=O)CNC(=O)Cc2ccc(Cl)cc2)c2ccccc21
45) Cc1ccnn1CC(=O)N/N=C/c1ccc2c(c1)OCO2
46) Cc1cccc(C(=O)O/N=C(\N)CS(=O)(=O)c2ccccc2)c1
47) COc1cc2c(cc1OC)C(c1cccs1)N(C(=O)c1ccc(S(=O)(=O)N(C)C)cc1)CC2 (centres undefined)
48) Cc1ccnc(NC(=O)CCC(=O)N(CC(=O)NCc2ccccc2)c2ccc3c(c2)OCO3)c1

assay / entry,41,42,43,44,45,46,47,48
D2 PAM,-13,2,18,-9,-1,2,-1,.
RXFP1 ag,0.2%,0.8%,1.4%,1.9%,-1.8%,0.2%,0.3%,2.1%
Vif-A3G inh,3%,4%,0%,-6%,2%,0%,-1%,-6%
D1 antagonist,-2,3,-28,18,-47*,-11,2,-3
Glioma ERSR ind,6%,0%,-3%,-4%,1%,6%,-1%,-1%
Vif-APOBEC3F blk,6%,-9%,0%,2%,5%,2%,2%,2%
LDHA inh,1,3,-2,-1,-2,-2,-3,3
D1 potentiator,-2,1,2,2,-4,-1,1,-3
D1 ag,-1,1,-1,0,3,2,1,0

# Compound activity as filed in PubChem BioAssay.
